V1aR counter – V1a receptor agonism, counter-screen for OXTR agonists | P37288 | CHO-V1R cells, Fluo-8 calcium fluorescence, agonist mode; 0% DMSO, 100% 3 nM vasopressin | activation, % at 3 µM | 0.25% of 320,000 active;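 active = activation above the mean activation of all tested compounds plus 3 SD, per screening run, cut at about 20% in these data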;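 also: signal is peak over basal fluorescence ratio across a 100 second FLIPR read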
PHOSPHO1 inh – blocks human PHOSPHO1 phosphatase activity; Q8TCT1; recombinant PHOSPHO1, absorbance phosphatase assay; inhibition, % at 13.3 µM; 1.1% of 290,000 active; AID 1565; in the data active = inhibition above about 60%
Target sequence (Q8TCT1 whole entry, looked up): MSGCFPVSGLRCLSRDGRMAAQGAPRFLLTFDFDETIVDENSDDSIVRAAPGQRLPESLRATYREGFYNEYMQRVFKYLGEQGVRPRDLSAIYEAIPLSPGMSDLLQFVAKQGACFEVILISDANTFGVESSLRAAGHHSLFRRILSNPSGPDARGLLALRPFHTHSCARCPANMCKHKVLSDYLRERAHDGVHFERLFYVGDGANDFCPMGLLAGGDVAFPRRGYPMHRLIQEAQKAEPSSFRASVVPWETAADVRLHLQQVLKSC
IMP-1 inh – blocks Pseudomonas aeruginosa IMP-1 metallo-beta-lactamase; inhibition, % at 5.6 µM; purified IMP-1, nitrocefin hydrolysis, epi-absorbance fluorescence; 0.45% of 290,000 active;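 active = inhibition above the mean plus 3 SD of all compounds in the same screening run, cut at about 4.5% in these data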;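 also: 0% = IMP-1 with DMSO and 100% = DMSO wells lacking enzyme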
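System: purified IMP-1; amount: IMP-1 0.2 nM before substrate addition; compound: single dose, 5.6 µM; times: 25 °C, 15 min preincubation, 25 min reaction; signal: Epi-absorbance via hydrolysed-nitrocefin quenching of white-plate fluorescence, 480/530 nm, EDTA stop; benchmarks: DMSO with and without IMP-1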
GPR7 antag – human neuropeptides B/W receptor 1 antagonism. P48145. inhibition, % at 4.4 µM. GPR7-expressing cells, fluorescence antagonist assay. 1.1% of 290,000 active; in the data active = inhibition above about 16%, passing the limit was not always enough;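 also: cells stimulated with the agonist NPW; 0% = agonist with vehicle and 100% = vehicle without agonist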
Target sequence (P48145 whole entry, looked up): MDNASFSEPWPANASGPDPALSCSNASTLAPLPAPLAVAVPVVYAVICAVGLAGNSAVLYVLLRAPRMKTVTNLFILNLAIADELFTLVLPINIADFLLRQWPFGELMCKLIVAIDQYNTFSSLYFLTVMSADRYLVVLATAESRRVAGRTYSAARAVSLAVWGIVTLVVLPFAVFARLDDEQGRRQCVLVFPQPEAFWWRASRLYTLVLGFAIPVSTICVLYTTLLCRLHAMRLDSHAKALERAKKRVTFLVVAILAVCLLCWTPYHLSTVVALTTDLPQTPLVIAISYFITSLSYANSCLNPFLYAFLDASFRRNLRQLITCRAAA
VIM-2 inh – blocks Pseudomonas aeruginosa VIM-2 metallo-beta-lactamase; 0.89% of 290,000 active; purified VIM-2, nitrocefin hydrolysis, epi-absorbance fluorescence; AID 1527; inhibition, % at 5.6 µM;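 active = inhibition above the mean of all tested compounds plus 3 SD, cutoff set per screening run, cut at about 7.5% in these data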;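 also: red hydrolysis product quenches plate fluorescence so inhibitors raise well fluorescence; 0% = enzyme with DMSO and 100% = DMSO without enzyme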
NS3 helicase inh – blocks Hepatitis C virus NS3 helicase unwinding; NS3 helicase DNA unwinding, Cy5 molecular beacon fluorescence; inhibition, % at 10.9 µM; 0.56% of 290,000 active; AID 1800;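 active = inhibition above the mean of all tested compounds plus 3 SD, set per campaign, cut at about 35% in these data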;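 also: 0% = DMSO wells and 100% = thioflavine S control wells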
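Measured by: Cy5 fluorescence, 0 and 60 min reads / Assay system: NS3 helicase fragment of HCV / Control set: low DMSO, high thioflavine S at 110 µM / Times: 1 h reaction at 25 °C, ATP-initiated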
FID counter – counter-screen for HCV NS3 helicase inhibitors: DNA intercalator displacement | 0.17% of 290,000 active | DNA fluorescent intercalator displacement, fluorescence | AID 1845 | inhibition, % at 7.9 µM; in the data active = inhibition above about 37%;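 also: 0% = vehicle and 100% = reference compound; higher means more ethidium bromide displaced from hairpin DNA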
OXTR ag – human OXTR agonism; 0.32% of 320,000 active; activation, % at 3 µM; P30559; AID 2435; CHO-OTR cells, Fluo-8 calcium fluorescence; normalized: DMSO 0%, oxytocin 100%;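 active = activation above the mean of all tested compounds plus 3 SD, cutoff set per screening run, cut at about 20% in these data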;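 also: peak over basal fluorescence ratio from a 100 s FLIPR kinetic read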
GalR3 antag – antagonists of human GalR3; O60755; HEK293 GalR3-CNG cAMP membrane potential fluorescence; galR3 body fused to GalR1 C-terminus; inhibition, % at 3 µM; 0.44% of 360,000 active; AID 651719;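 active = inhibition above the screen-wide average plus 3 SD, cut at about 13% in these data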;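 also: forskolin and galanin both at EC90 stimulate the cells; cAMP rise reported by CNG channel membrane potential dye signal; 0% = forskolin plus galanin with DMSO and 100% = forskolin alone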
Target sequence (O60755 1-299 limits assumed): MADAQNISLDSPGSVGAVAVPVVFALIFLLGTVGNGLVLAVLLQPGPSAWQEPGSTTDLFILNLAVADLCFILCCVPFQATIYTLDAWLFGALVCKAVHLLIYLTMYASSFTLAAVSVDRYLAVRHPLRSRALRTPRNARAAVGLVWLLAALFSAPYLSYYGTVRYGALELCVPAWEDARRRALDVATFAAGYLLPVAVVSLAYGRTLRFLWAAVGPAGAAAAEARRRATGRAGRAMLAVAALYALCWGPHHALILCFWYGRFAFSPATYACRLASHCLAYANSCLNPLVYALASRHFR
An asterisk follows results filed as active; / = not tested or not shown.

SMILES | V1aR counter | PHOSPHO1 inh | IMP-1 inh | GPR7 antag | VIM-2 inh | NS3 helicase inh | FID counter | OXTR ag | GalR3 antag
Cc1cccc(OCC(=O)Nc2ccc(C(=O)NCc3cccnc3)cc2)c1 | 9.6 | 44 | -1.4 | -5 | -1.2 | 9 | -16 | 11 | /
N#Cc1ccccc1NC(=S)NC(=O)C1CCC1 | / | 22 | 1.7 | -12 | -2.6 | 0 | -7 | / | -4
Cc1ccc(-c2noc(CN3CCN(c4ccccc4F)CC3)n2)cc1 | -0.6 | -14 | -3.1 | -8 | 1.3 | -1 | -7 | -1.0 | 1
COCCn1c(C)cc(/C=C2\NC(=S)N(C)C2=O)c1C | -0.2 | 5 | -0.5 | 3 | -2.3 | 0 | 4 | -0.4 | -4
CCOC(=O)N1CCN(S(=O)(=O)c2ccc(C(=O)NNc3nc4ccc(Cl)cc4s3)cc2)CC1 | -0.1 | -9 | -1.5 | -16 | -1.0 | -4 | -20 | 0.2 | /
CCCCNC(=S)N(C)/N=C/c1c(C)[nH]c2ccccc12 | -0.1 | 10 | -1.1 | -1 | -1.7 | -15 | -19 | 0.6 | -1
CC(=O)NC1CCN(CC(=O)Nc2cccc([N+](=O)[O-])c2)CC1 | 0.1 | 6 | -2.4 | -2 | -2.5 | -3 | 0 | 1.4 | 0
Cc1cc(NC(=O)Nc2ccc(F)c(Cl)c2)no1 | 5.0 | -17 | -1.3 | 3 | -2.9 | 11 | 0 | 5.2 | -8
COc1ccccc1-n1nnnc1SCc1ccccc1 | -1.6 | -24 | -3.4 | -1 | -1.9 | -3 | -12 | -1.3 | 2
Oc1ccc(-c2n[nH]c(=S)n2-c2ccc3c(c2)OCCO3)cc1 | 0.8 | -4 | -1.4 | 12 | 14* | 8 | -1 | 1.0 | -9
Cc1ccc(N2Cc3ccccc3OC(C)C2=O)cc1 (stereo unspecified) | -1.1 | 0 | -0.5 | 14 | -1.9 | -3 | -4 | -1.4 | -3
O=C(Nc1nc(-c2ccccn2)cs1)c1ccccc1-n1cnnn1 | 0.2 | -62 | -4.4 | -14 | -2.9 | -3 | -3 | 1.1 | 7
CNC(=O)c1ccc(-c2nc(-c3ccccc3)cs2)cc1 | 0.5 | 38 | -2.5 | -20 | -2.8 | -5 | -13 | -0.9 | -1
C(=N\Nc1ncnc2sc3c(c12)CCC3)/c1ccncc1 | -0.8 | 37 | -4.8 | -9 | 34* | 8 | -9 | -2.5 | -2
Cc1c(NS(=O)(=O)c2cc(NC(=O)CCN3CCCC(C)C3)ccc2Cl)c(=O)n(-c2ccccc2)n1C (stereo unspecified) | -0.7 | 36 | -2.8 | -12 | -3.1 | 7 | 5 | 0.8 | -4
CCOC(=O)N1CCN(C(=O)CSc2nnc(-c3cc(OC)ccc3OC)o2)CC1 | / | -11 | -2.3 | 1 | -2.9 | -6 | -30 | / | 3
COc1cccc(N/C(N)=N/c2nc(C)cc(=O)[nH]2)c1 | 0.1 | -13 | -2.4 | -10 | -2.5 | 14 | -6 | 0.1 | /
Cc1ccc(OCC(=O)Nc2ccc3c(c2)nc(CCN2CCCCC2)n3C)cc1 | -0.4 | 7 | -3.6 | 22* | -2.7 | -6 | 18 | -0.2 | -2
O=C(N/N=C/c1ccc(OC(F)F)cc1OC(F)F)c1cccc(S(=O)(=O)N2CCOCC2)c1 | 5.6 | 2 | -2.6 | -4 | -2.4 | 1 | -3 | 4.3 | 2
COc1cccc(N2CCN(CC(=O)NC(=O)NCc3ccco3)CC2)c1 | -0.2 | -10 | -2.0 | -6 | -2.0 | 7 | -9 | -1.8 | 4

GPR7 antag, hit marks shown above
molecule	PHOSPHO1 inh	IMP-1 inh	GPR7 antag	VIM-2 inh	NS3 helicase inh	GalR3 antag
Cc1ccc(OCC(=O)Nc2ccc3c(c2)nc(CCN2CCCCC2)n3C)cc1	7	-3.6	22*	-2.7	-6	-2

Further structures follow:
SMILES | V1aR counter | PHOSPHO1 inh | IMP-1 inh | GPR7 antag | VIM-2 inh | NS3 helicase inh | FID counter | OXTR ag | GalR3 antag
O=C(NCc1ccco1)c1ccc(NS(=O)(=O)c2cccc(F)c2)cc1 | 3.3 | 43 | -1.7 | -12 | -1.8 | 5 | -11 | 0.5 | 2
COC(=O)N/N=C/c1cn(Cc2ccc(Cl)cc2Cl)c2ccccc12 | 1.1 | 12 | -4.1 | -11 | -2.0 | -26 | -16 | -3.0 | -3
COc1ccc(N2CCOCC2)c(NC(=O)COc2cccc(C)c2C)c1 | -0.8 | 10 | -2.2 | -31 | -0.8 | -15 | -39 | -1.0 | -1
O=C(NN1CCOCC1)c1cc(S(=O)(=O)Nc2cccc(C(F)(F)F)c2)ccc1Cl | 0.7 | -4 | -1.9 | -4 | -3.5 | -3 | -11 | -0.2 | -4
CC(C)(C)[C@]1(O)CCN2C[C@H]3c4ccccc4CCc4cccc(c43)[C@@H]2C1 | -0.1 | 1 | -2.0 | -2 | -2.3 | -18 | 0 | -1.9 | -3
COc1cccc(C(=O)Nc2cc(S(=O)(=O)N3CCCCC3)ccc2OC)c1 | -0.3 | 27 | -2.5 | -5 | -1.2 | -9 | -35 | -2.4 | 4
Cc1ccc(OC(C)C(=O)O)cc1C (stereo unspecified) | 0.7 | 1 | -2.2 | -5 | 0.4 | -5 | 0 | 0.7 | -1
O=C(c1ccc(Br)o1)N(Cc1ccccc1)Cc1ccccc1 | 0.9 | -14 | -3.6 | -13 | -3.8 | 4 | -11 | -2.7 | -8
c1ccc(C2=Nn3c(nnc3-c3cc(-c4ccccc4)n[nH]3)SC2)cc1 | -0.9 | -44 | -1.3 | -9 | -2.1 | -13 | -27 | -2.0 | 1
CC(C)CNC(=O)COC(=O)c1ccccc1OCC(=O)Nc1ccc(Br)cc1 | 0.4 | -16 | -1.2 | -4 | -3.0 | 1 | 1 | 0.0 | -4
O=C(CSc1nnc(COc2ccccc2)n1Cc1ccco1)c1ccc(F)cc1 | 9.8 | 78* | -0.6 | 17 | -4.0 | 1 | -28 | 5.3 | -3
COc1ccc(S(=O)(=O)NC2CC(C)(C)NC(C)(C)C2)cc1 | 2.3 | 54 | -1.5 | 1 | -2.2 | -3 | -1 | -0.4 | -7
COCC(=O)NCc1ccc2c(c1)cc(C)n2C | 1.0 | -7 | -3.0 | -13 | -2.3 | 0 | -7 | 0.3 | -4
COc1ccc(NC(=O)C(C)N2CCN(C)CC2)cc1 (stereo unspecified) | 0.4 | 31 | 3.3 | 22 | 1.0 | 0 | 11 | -0.4 | -1
CCOC(=O)C1=C(C)NC2=C(C1c1ccc([N+](=O)[O-])cc1)S(=O)(=O)c1ccccc12 (stereo unspecified) | -0.5 | -4 | -3.3 | 5 | -2.3 | -3 | 3 | -0.6 | -8
Cc1ccc(OCC(=O)c2c(O)c3ccccc3oc2=O)cc1C | 2.9 | -30 | -3.1 | -9 | -0.9 | 18 | -21 | -0.8 | -4
COc1cc2c(cc1OC)C(c1cccc(Cl)c1)CC(=O)N2 (stereo unspecified) | / | -6 | -0.9 | -11 | 1.2 | -2 | -18 | / | -12
COC(=O)Cn1c2ccc(OC)cc2c2nc(C)sc21 | -2.3 | -6 | -0.2 | 4 | 0.9 | 3 | -8 | -0.6 | 0
CCSc1nnc(NS(=O)(=O)c2ccc(C)cc2)s1 | -0.2 | -9 | -3.6 | -10 | -4.0 | 12 | -11 | -0.5 | -3
O=C(CNS(=O)(=O)c1cccs1)Nc1ccc2c(c1)OCCO2 | -0.3 | -26 | -2.3 | 2 | -0.6 | -3 | -6 | 0.7 | -10
O=C(c1cnn(C(=O)c2cccc(S(=O)(=O)N3CCOCC3)c2)c1)c1cc(Cl)cc(Cl)c1O | 0.0 | 33 | -4.3 | -3 | -0.6 | 1 | -4 | -0.3 | /
N#Cc1ccc(C(=O)NCCCSc2ccccc2)cc1 | 3.6 | 45 | -2.0 | -8 | 0.3 | -1 | -14 | 3.0 | -6
O=S(=O)(c1ccc2c(c1)OCCO2)N1CCN(c2ncnc3sccc23)CC1 | 8.6 | -14 | -0.5 | 14 | 1.2 | 9 | -6 | 15 | 100*
CCn1c(SCC(=O)N2c3ccccc3Sc3ccc(Cl)cc32)nc2c1c(=O)n(C)c(=O)n2C | / | / | -3.1 | 0 | -1.2 | -2 | 0 | / | /
COc1ccc(C(=O)N2CCSC2=S)cc1OC | 0.8 | 13 | 0.5 | -3 | -1.9 | -8 | 1 | 0.2 | 3
O=C(CSc1nc(-c2ccco2)cc(C(F)(F)F)n1)NCCCN1CCOCC1 | 0.8 | 2 | -3.2 | -7 | 1.1 | 4 | 5 | 1.0 | 2
CSc1nsc(SCC(=O)Nc2ccc(C(C)=O)cc2)n1 | 2.1 | 9 | 0.0 | 12 | -3.2 | 3 | -4 | 1.9 | -7
Cc1cc(C)c(NC(=O)C2CCCN2CCO)c(C)c1 (stereo unspecified) | -0.2 | -21 | -2.7 | -6 | -3.5 | 2 | 1 | -0.3 | -1
Cc1ccccc1CSCCNC(=O)c1ccc(Cl)c(S(=O)(=O)N2CCOCC2)c1 | 4.9 | -32 | -5.7 | -4 | -1.3 | -2 | -30 | 4.8 | -3
CCC(C)Oc1nc2c(c(=O)n(C)c(=O)n2C)n1C (stereo unspecified) | 0.0 | 34 | -3.3 | -15 | -1.0 | 3 | -7 | -0.8 | -10
COc1ccc(-c2cnnn2-c2ccc([N+](=O)[O-])cc2)cc1 | 1.8 | 10 | -2.9 | 5 | 1.0 | -7 | -8 | 0.1 | 0
CCOC(=O)CCc1c(C)nc(SCCCn2c(=O)[nH]c3ccccc32)c(C#N)c1C | -0.6 | 0 | -3.6 | -15 | -1.4 | 6 | -6 | -0.9 | -2
O=C(NCCCn1ccnc1)c1ccc2c(c1)OCCO2 | 0.3 | -3 | -5.1 | -11 | 0.9 | -2 | 2 | 0.0 | -1
O=C1N=C(N2CCOCC2)CS1 | -0.8 | -14 | -1.6 | -9 | -0.8 | -5 | 0 | -0.1 | -4
CC1CCN(S(=O)(=O)c2ccc(C(=O)Nc3ccccc3-c3nc4ccccc4[nH]3)cc2)CC1 | 1.3 | 4 | -0.1 | -14 | -1.1 | 0 | -5 | -0.2 | -13
Cc1cccc(NC(=O)N(Cc2cc3cc(C)ccc3[nH]c2=O)CC2COCCO2)c1 (stereo unspecified) | -0.5 | 41 | -3.5 | -14 | -1.5 | -8 | -31 | 4.8 | -5
COc1cc(CC(=O)Nc2ccc3nc(SC)sc3c2)cc(OC)c1OC | -0.7 | 20 | -2.1 | -10 | -2.5 | -9 | -19 | 0.5 | -5
Cc1cccc(-n2ncc3c(N4CCC(C)CC4)ncnc32)c1 | -1.0 | -5 | -4.0 | 5 | -3.8 | 6 | -14 | -0.4 | 0
CCC1C(=O)CC(c2ccco2)NC1c1ccco1 (stereo unspecified) | -1.1 | -18 | -4.5 | -10 | -3.3 | -6 | 4 | -0.6 | 4
CN(C)/C=C/C(=O)c1cnc2sccn2c1=O | 0.5 | 38 | -0.7 | -5 | -0.2 | 4 | -1 | 0.4 | -8
CC1=CN2C(=N)/C(=C/c3ccco3)C(=O)N=C2S1 | -0.2 | 2 | -2.4 | -2 | -1.5 | 6 | -3 | -0.6 | -5
